Wnt act – activates Wnt/beta-catenin signaling in a reporter cell assay. activator, plate reader. activation, % at 9.35 µM. 300,000 compounds, 1.2% hits. AID 743398; in the data active = activation above about 30%, passing the limit was not always enough; inconclusive = no clear call, values can overlap the other calls;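 also: 0% = neutral control wells and 100% = positive control wells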
MITF act – increases MITF-driven TRPM1 promoter luciferase signal | SK-MEL-5 TRPM1-promoter luciferase, 24 h; % of positive control, neutral wells = 0 | activation, % at 12.5 µM | 300,000 compounds, 0.75% hits;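 active = mean activation of at least 80% with every replicate also reaching 80%; inconclusive = mean reaches 80% but some replicate falls short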;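 also: 0% = neutral control wells and 100% = parthenolide positive control wells; values of inactives mirror those of a sister screen read the other way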
Ecoli viability – counter-screen for AddAB inhibitors: E. coli growth inhibition; E. coli V3065 growth, OD600 absorbance, 18 h; 330,000 compounds, 0.27% hits; inhibition, % at 11.9 µM; AID 449728;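 active = inhibition above the campaign's mean inhibition across all tested compounds plus 3 SD, cut at about 9.9% in these data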;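 also: uninfected addAB+ strain grown without phage in ampicillin broth; 0% = DMSO wells and 100% = ciprofloxacin 0.95 µg/ml wells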
SR-BI uptake up – SR-BI HDL lipid transfer activation. CHO ldlA[mSR-BI] cells, DiI-HDL uptake fluorescence, 3 h; 100 = double the neutral-control signal. activation, % at 12.5 µM. 320,000 compounds, 0.096% hits. AID 504775;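 active = mean replicate activation of at least 60% and every replicate at or above 60%; inconclusive = mean or all-replicate condition met, but not both; inactive = mean below 60% and not all replicates reaching 60%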;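 also: 0% = median plate neutral-control signal and 100% = twice that signal; values of inactives mirror those of a sister screen read the other way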
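Test system: SR-BI-overexpressing, LDLR-lacking CHO cells. Measured by: DiI fluorescence, bottom read. Medium: Ham's F12 with 0.5% BSA, HEPES 25 mM, pH 7.4. Timing: 3 h uptake period with compound, 37 °C.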
CAL PDZ FP-1 – inhibitors of human CAL PDZ peptide binding; Q9HD26; purified CAL PDZ, TMR-peptide fluorescence polarization, 1 h; inhibition, % at 24.9 µM; 300,000 compounds, 0.92% hits; AID 602252;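 active = mean inhibition of at least 30% with at least half of replicates also reaching 30%; inconclusive = no clear call, values can overlap the other calls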;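 also: 0% = DMSO neutral control and 100% = excess unlabeled competitor peptide PRC23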
AddAB inh – less growth of phage-infected E. coli with AddAB; E. coli expressing H. pylori AddAB, absorbance growth; inhibition, % at 11.9 µM; 330,000 compounds, 0.29% hits; AID 435030; in the data active = inhibition above about 12%;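 also: 0% = vehicle wells of infected cells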
Tat transport – E. coli Tat transport inhibition; 340,000 compounds, 0.036% hits; E. coli MC4100 TorA-mCherry Tat export, fluorescence; inhibition, % at 10 µM;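 active = mean replicate inhibition at least 50% and at least half of replicates individually reaching 50%; inconclusive = only one of the two criteria met; inactive = neither criterion met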;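 also: exported cargo escapes ClpAP degradation while cytoplasmic cargo is degraded and loses fluorescence; 0% = median of neutral control wells and 100% = median of NaSCN control wells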
SR-BI HDL uptake – inhibitors of mouse SR-BI mediated HDL lipid uptake. ldlA[mSR-BI] CHO cells, DiI-HDL uptake fluorescence, 3 h. inhibition, % at 12.5 µM. 320,000 compounds, 0.96% hits. AID 488896. Q61009;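 active = mean replicate inhibition of at least 70% and a set share of replicates each scoring 70 or more; inconclusive = meets just one of the two criteria; inactive = fails both criteria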;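 also: 0% = median of neutral control wells and 100% = median of positive control wells; values of inactives mirror those of a sister screen read the other way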
Target sequence (Q61009 whole entry, looked up): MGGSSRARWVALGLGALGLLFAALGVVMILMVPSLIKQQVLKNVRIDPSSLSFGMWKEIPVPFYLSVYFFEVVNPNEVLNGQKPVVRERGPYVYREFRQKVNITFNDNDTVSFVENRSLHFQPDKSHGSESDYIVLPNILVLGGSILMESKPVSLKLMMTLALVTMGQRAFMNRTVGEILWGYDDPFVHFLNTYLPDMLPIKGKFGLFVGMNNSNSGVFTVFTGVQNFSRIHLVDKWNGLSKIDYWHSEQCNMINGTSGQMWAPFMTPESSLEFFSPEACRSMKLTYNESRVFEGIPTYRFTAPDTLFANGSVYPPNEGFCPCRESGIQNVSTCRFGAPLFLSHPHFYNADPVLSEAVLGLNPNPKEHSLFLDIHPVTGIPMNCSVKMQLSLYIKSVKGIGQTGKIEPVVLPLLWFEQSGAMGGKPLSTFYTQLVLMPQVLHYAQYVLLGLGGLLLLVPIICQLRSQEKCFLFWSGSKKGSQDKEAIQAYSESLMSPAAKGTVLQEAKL
phage Ecoli inh – E. coli growth loss with phage present | growth absorbance | 360,000 compounds, 0.26% hits | AID 651602 | inhibition, % at 11.9 µM; in the data active = inhibition above about 11%
CAL PDZ FP-2 – blocks peptide binding to human CAL PDZ domain. inhibition, % at 20 µM. 330,000 compounds, 0.02% hits. purified CAL PDZ, TMR-peptide fluorescence polarization, 1 h. Q9HD26. AID 504414;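 active = highest replicate inhibition of at least 40%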;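 also: plate controls were DMSO neutral control wells for no effect and unlabeled competitor peptide control wells for full effect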
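Control set: unlabelled peptide and DMSO controls / Material: purified CerCALP PDZ construct / Timing: 1 h incubation at room temperature before polarization reading / Doses: 20 µM, one dose / Detection: fluorescence polarization (mP)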
Numbers without * were called inactive; ? = inconclusive; / = no result given.

SMILES	Wnt act	MITF act	Ecoli viability	SR-BI uptake up	CAL PDZ FP-1	AddAB inh	Tat transport	SR-BI HDL uptake	phage Ecoli inh	CAL PDZ FP-2
Cc1nc(C)n(CCNS(=O)(=O)c2ccc(C)c(C)c2)n1	-3	-12	-0.9	35	-2	2.7	6	-35	0.5	-1.6
CCOC(=O)N1CCC(c2cc(=O)n3[nH]ccc3n2)CC1	-3	3	-0.9	15	13	2.2	0	-15	2.1	0.0
Cc1ccc(CN2CCN(/N=C/c3cc(Br)ccc3O)CC2)cc1	/	10	-0.4	-2	-3	1.0	2	2	0.7	/
Nc1nc(NCCCN2CCOCC2)nc(Nc2ccc(Cl)cc2)c1[N+](=O)[O-]	-2	/	0.1	/	/	1.5	/	/	-0.2	/
Cc1cccc(NC(=O)c2cnc3sccn3c2=O)n1	-3	37	-1.8	15	/	1.8	-7	-15	1.1	0.6
Cc1noc(C)c1CC(=O)NC1CC(C)(C)Cc2c1cnn2-c1ccccc1 (centres undefined)	2	5	1.4	4	1	1.3	2	-4	2.2	-1.4
C=CCNC(=O)C1CCCN(S(C)(=O)=O)C1 (centres undefined)	-3	2	1.8	7	1	3.6	-3	-7	2.8	-1.6
Cc1noc(NS(=O)(=O)c2ccc(NC(=O)CCCOc3ccc(Cl)cc3Cl)cc2)c1C	/	/	-2.5	27	-3	1.6	0	-27	4.4	-0.2
Cc1ccc(S(=O)(=O)N2CCC(=O)N(C(COCc3ccccc3)Cc3ccccc3)CC2)cc1 (centres undefined)	-1	5	-0.9	18	-1	0.5	-3	-18	-0.9	-0.2
C=CCN(c1ccccc1)S(=O)(=O)c1cccc(C(=O)Nc2ncccc2C)c1	-6	3	0.3	-19	-1	-0.8	13	19	4.0	-0.8
O=C(Nc1cccc(-c2nc3ccccc3o2)c1)c1ccc(N2C(=O)C3C4C=CC(C4)C3C2=O)cc1 (centres undefined)	/	-8	-1.3	-72	5	-1.9	-17	?	0.0	-2.3
CCOC(=O)CNC(c1ccccc1)c1cc(Br)ccc1NC(=O)OCC (centres undefined)	/	-12	-0.7	-16	2	3.0	2	16	-1.6	-2.4
O=C(CCSCc1cccc(Cl)c1)NC1CCCC1	/	-3	-0.7	-1	-7	1.0	0	1	5.8	-1.1
COc1ccc2cc(S(=O)(=O)NC3CC(C)(C)NC(C)(C)C3)ccc2c1	-3	22	0.6	14	3	-3.0	-4	-14	1.7	0.1
COc1ccc(NC(=O)C2C3C=CC4(CN(Cc5cccnc5)C(=O)C24)O3)c(OC)c1 (centres undefined)	-8	-9	-2.6	1	-1	0.4	-3	-1	3.0	-0.9
Cc1ccc(S(=O)(=O)N2CCOCC2)cc1C(=O)OCC(=O)Nc1ccc2[nH]c(=O)[nH]c2c1	0	5	2.8	-22	-2	2.6	-1	22	1.0	-2.0
C/C(=N\NC(=O)c1nn(C)cc1Cl)c1ccncc1	3	0	-1.3	10	-1	1.1	-10	-10	0.2	-1.5
O=[N+]([O-])c1cc(/C=N/NC(=S)Nc2ccccc2Cl)ccc1Cl	-7	-64	-0.6	-15	-3	-0.1	4	15	1.5	-1.7
Cc1[nH]c2ccccc2c1N=Nc1c(C)n(C)n(-c2ccccc2)c1=O	0	-14	1.1	-26	/	-0.5	7	26	2.3	0.1
CCCC[C@H]1COCCS(=O)(=O)N1Cc1ccc(Br)cc1	-9	2	-3.0	3	-1	2.9	9	-3	0.3	-0.2
C=CCNC(=O)Nc1ccc2nc(C)sc2c1	3	26	-0.1	-39	-1	3.7	-6	39	5.0	-0.1
Cc1nnc(SCC(=O)NNC(=O)COc2ccc(Br)cc2)n1C	-4	-2	-2.4	11	-3	0.9	-8	-11	1.8	-0.1
COc1ccc(Nc2ncnc3ccc(C)cc23)cc1	-1	34	-3.0	-13	-1	-2.0	7	13	3.7	-0.8
CC1=NNC(=O)C1CCC(=O)N/N=C/C(Br)=C/c1ccccc1 (centres undefined)	0	38	0.5	3	-3	7.1	-3	-3	1.4	-3.0
Cc1cc(C)n(-c2nc(NCCC(C)C)c3c4c(sc3n2)COC(C)(C)C4)n1	/	-4	/	-65	/	/	4	65	0.6	-3.1
(listing goes on)
SMILES	Wnt act	MITF act	Ecoli viability	SR-BI uptake up	CAL PDZ FP-1	AddAB inh	Tat transport	SR-BI HDL uptake	phage Ecoli inh	CAL PDZ FP-2
Cc1ccc(CN2CCN(Cc3cccn3-c3ccccn3)CC2CCO)cc1 (centres undefined)	-5	-4	-1.1	15	2	-1.3	-5	-15	2.6	-2.1
O=C(NCCc1ccccc1)c1cccc(NC(=O)C2CCCCC2)c1	-1	8	/	-5	3	/	-4	5	2.5	-1.2
O=S(=O)(c1cc(Cl)c(Cl)cc1Cl)N1CCN2CCCC2C1 (centres undefined)	-1	3	0.3	-27	-2	2.3	4	27	-0.1	-0.4
COc1ccc(Cl)cc1-c1n[nH]c(=S)n1Cc1ccccc1	2	/	1.7	20	-3	1.5	1	-20	0.8	-0.7
Cn1c(=O)c2cc(S(=O)(=O)NC(C(=O)Nc3cccnc3)c3ccccc3)ccc2n(C)c1=O (centres undefined)	-5	/	4.0	14	/	3.7	-9	-15	0.6	-1.6
Nc1[nH]n(-c2ccccc2)c(=O)c1N=Nc1ccc2ncsc2c1	20	49	1.2	/	1	-1.5	0	/	-0.8	2.7
Cn1nnnc1Sc1ncnc2scc(-c3ccc(F)cc3)c12	/	-85	-0.5	17	7	1.6	10	-17	1.6	-0.3
Cc1nn(Cc2ccccc2Cl)c2sc(C(=O)NC(C)(C)C)cc12	/	1	1.2	-1	-3	3.1	-7	1	1.9	-0.9
O=C(CN(C(=O)c1ccco1)c1cccc(F)c1)NCc1ccc(F)cc1	2	-6	-1.1	7	-3	0.0	-4	-7	2.9	-0.5
O=C(CSc1nc2ccccc2[nH]1)c1ccco1	/	60	-3.0	27	-3	3.4	-5	-27	0.8	-0.2
Cc1ccc(NC(=O)c2ccc(OCc3c(C)noc3C)cc2)cc1C	13	-9	-0.6	-89	-2	1.2	-1	89*	1.0	-1.2
Cc1ccccc1NC(=O)NC1CCCCCCC1	4	20	0.4	3	-1	-2.0	-8	-3	2.2	-2.7
CC1(C)CC(=O)C2=C(C1)OC(N)=C(C#N)C2c1ccc2c(c1)OCO2 (centres undefined)	-1	/	0.8	13	-5	4.2	0	-13	0.6	-0.4
CC(C)n1cc(CN2CCN(CCc3ccccc3)C(CCO)C2)cn1 (centres undefined)	0	-5	-0.5	11	5	5.7	-4	-11	-0.8	-0.9
COc1ccccc1S(=O)(=O)Cc1ccc(C(=O)NCc2ccc(C)cc2)o1	1	-13	-0.9	20	-2	1.8	1	-20	-0.8	-2.8
Cc1cc(NC(=O)[C@H](C)NC(=O)c2ccco2)ccc1Br	1	0	-0.2	13	-6	-0.6	-8	-13	1.3	-1.1
CCOC(=O)N1CCN(c2nc(-c3cccc(OC)c3)cc(C(F)(F)F)n2)CC1	/	-3	-0.5	-5	9	1.8	0	5	0.6	-2.0
O=C(NCC(c1ccco1)N1CCCC1)c1ccc(S(=O)(=O)Nc2ccccc2Cl)cc1 (centres undefined)	-1	-8	1.9	12	0	1.0	0	-12	0.9	-0.2
COc1cccc(C(=O)Nc2cccc(NC(=O)c3ccccc3Cl)c2)c1	-3	/	2.5	-49	10	1.8	7	49	1.6	-2.5
CC(C)=CC(=O)Nc1cccc(S(=O)(=O)NC2=NCCCCC2)c1	-1	-3	-2.8	19	47*	0.7	-1	-19	8.6	0.6
CC(=O)Nc1ccc(/C=C(\C#N)C(N)=O)cc1	4	/	-1.7	-2	/	2.3	-5	2	1.0	-4.0
COc1c(C)cccc1C(=O)Nc1ccc(N2CCN(S(C)(=O)=O)CC2)cc1	27	/	-2.2	-8	-2	-4.0	14	8	2.6	-2.4
CC1(c2nnc(-c3ccncc3)o2)CC(c2c(Cl)cccc2Cl)=NO1 (centres undefined)	-4	0	1.8	-17	-3	2.6	-17	17	2.5	-0.7
CCOc1ccc(-n2c(=S)sc3c(=O)n(-c4ccccc4)c(SC)nc32)cc1	-1	8	1.6	22	-1	1.7	5	-22	1.6	-0.7
COc1cccc(N2C(=O)c3cccnc3C2O)c1 (centres undefined)	-2	-5	/	14	-1	/	5	-14	2.2	-1.9
Next part:
SMILES	Wnt act	MITF act	Ecoli viability	SR-BI uptake up	CAL PDZ FP-1	AddAB inh	Tat transport	SR-BI HDL uptake	phage Ecoli inh	CAL PDZ FP-2
CCOC(=O)c1ccc(S(=O)(=O)N2CCN(CC(=O)NC(=O)NC3CCCCC3)CC2)cc1	-9	-21	0.1	-6	0	-0.8	4	6	1.3	-1.8
C[C@H](CO)N1C[C@H](C)[C@@H](CN(C)Cc2ccccc2)Oc2c(NC(=O)C3CCCCC3)cccc2C1=O	-5	-15	-1.8	-5	-4	-0.1	18	5	2.5	-0.8
OCCC1CN(Cc2cc3c(cc2Cl)OCO3)CCN1C1CCCC1 (centres undefined)	-2	5	3.5	/	13	4.0	-5	/	2.9	-0.2
CCCc1nnc(SCC(=O)N2C(C)CCCC2C)n1CCCOC (centres undefined)	-4	/	-1.3	24	-1	2.6	6	-24	0.1	-3.5
Cc1cccc([C@@H]2[C@@H]3C(=O)N(Cc4ccccc4)C(=O)[C@@H]3[C@]3(Cc4ccc(Cl)cc4)C(=O)N(c4ccc(Br)cc4)C(=O)N23)c1	2	3	-0.1	10	0	-0.3	0	-10	3.9	0.0
COc1ccccc1CN1CCC(n2nccc2NC(=O)CCOc2ccccc2)CC1	0	-13	1.5	2	2	-0.4	-3	-2	-0.9	0.5
NC(=O)c1nsc(C(=O)N(Cc2ccco2)C(C(=O)NCc2ccccc2)c2ccc(O)cc2)c1N (centres undefined)	-1	-3	-0.1	-6	-1	4.2	3	6	-0.1	-0.3
COc1cc(F)ccc1CN1CCC(C(=O)Nc2ccc(Oc3ccccc3)nc2)CC1	-5	-21	-0.1	2	0	3.0	5	-2	-0.6	-0.6
CC(NC(=O)c1ccc(CS(C)(=O)=O)cc1)c1ccc(-n2ccnc2)cc1 (centres undefined)	-2	-3	0.8	7	-1	-0.9	5	-7	-0.7	-0.1
CCCC1=[N+](CC(=O)c2ccccc2)CCn2c(C)ccc21	7	-22	-0.8	-9	-4	-0.5	-8	9	2.5	-0.8
CCCc1[nH]nc2c1C(c1cccc(OC)c1)C(C#N)=C(N)O2 (centres undefined)	/	-11	0.0	-12	-2	1.5	10	12	-0.5	-0.8
CCc1noc(C)c1C(=O)N1CCN(S(=O)(=O)c2c(C)c(C)cc(C)c2C)CC1	-3	9	-0.5	-5	-7	2.9	-7	5	1.4	-0.3

Rows were taken by chance; any-hit rate near 3.6%.
